From PubChem
TRHR ag: agonists of human TRH receptor. TRHR cells, calcium flux fluo-8, FDSS agonist mode. activation, % at 2 µM. 0.18% of 360,000 active; note: 0% is about no effect
Target sequence (P34981 whole entry, looked up): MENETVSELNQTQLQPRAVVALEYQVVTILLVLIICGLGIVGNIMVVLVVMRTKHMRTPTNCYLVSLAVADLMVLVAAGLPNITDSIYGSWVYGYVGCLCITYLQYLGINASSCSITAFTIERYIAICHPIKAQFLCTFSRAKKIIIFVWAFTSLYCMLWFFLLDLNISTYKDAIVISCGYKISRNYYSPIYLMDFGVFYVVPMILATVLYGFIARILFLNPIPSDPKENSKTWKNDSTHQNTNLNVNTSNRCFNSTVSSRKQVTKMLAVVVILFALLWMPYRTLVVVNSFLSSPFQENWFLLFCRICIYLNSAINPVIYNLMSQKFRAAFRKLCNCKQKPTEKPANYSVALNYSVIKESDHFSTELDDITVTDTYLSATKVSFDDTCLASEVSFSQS
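Steps: seed TRHR cells overnight; add fluo-8 no-wash Ca dye, RT 30 min–1.5 h; record 10 s baseline; pin-transfer compounds; monitor fluorescence 1 cycle/s for the agonist window. Calcium increases flag candidate agonists.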
D1 antag: antagonists of human D1 dopamine receptor | HEK293 TREx D1 cells, calcium flux, dopamine EC80; stronger effect = lower value | 3.2% of 360,000 active | AID 504652 | P21728 | activity change, negative = inhibition, % at 10 µM; in the data active = activity change below about -30%; note: % is set by controls: 0 for no effect and ±100 for the full control effect
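Cells carrying a force-coupled, tetracycline-inducible human D1 receptor report calcium flux. Each well gets a 10 s baseline, compound with 180 s monitoring, then an EC80 dopamine stimulus with a second 180 s kinetic read.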
RXFP1 antag: RXFP1 (human) relaxin receptor antagonism; activity change, negative = inhibition, % at 57.5 µM; AID 1259400; HEK293-RXFP1, relaxin-stimulated cAMP HTRF, 30 min; stronger effect = lower value; 0.59% of 350,000 active; Q9HBX9;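 active = activity change of -60% or lower, but not beyond a set lower limit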; note: % is set by controls: 0 for no effect and ±100 for the full control effect
D2 potentiator: positive allosteric modulators of human D2 dopamine receptor; P14416; HEK293 T-REx D2, calcium flux, EC20 dopamine potentiation; potentiation, % at 10 µM; 0.34% of 340,000 active;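 active = potentiation over 3 SD above the plate norm, cut at about 30% in these data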; note: 0% is about no effect
Target sequence (P14416 whole entry, looked up): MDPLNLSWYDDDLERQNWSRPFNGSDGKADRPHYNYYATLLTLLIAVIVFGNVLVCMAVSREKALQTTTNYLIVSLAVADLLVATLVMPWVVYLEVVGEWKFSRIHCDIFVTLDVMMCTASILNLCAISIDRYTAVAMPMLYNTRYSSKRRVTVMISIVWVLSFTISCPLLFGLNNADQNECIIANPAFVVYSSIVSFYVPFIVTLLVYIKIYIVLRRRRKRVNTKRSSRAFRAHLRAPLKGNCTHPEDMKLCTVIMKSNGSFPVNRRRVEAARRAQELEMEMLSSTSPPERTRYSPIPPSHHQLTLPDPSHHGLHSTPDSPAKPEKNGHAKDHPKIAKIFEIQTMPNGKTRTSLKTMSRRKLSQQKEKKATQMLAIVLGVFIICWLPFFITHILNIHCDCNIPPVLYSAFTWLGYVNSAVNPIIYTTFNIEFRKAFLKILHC
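Tetracycline-induced HEK293 T-REx cells force-coupled to calcium signalling expressed D2; compounds were pin-added after a 10 s baseline, read kinetically 180 s, then an EC20 dopamine challenge followed with a further 180 s calcium read.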
D1 agonist: activates the human D1 dopamine receptor | activation, % at 2 µM | 1% of 360,000 active | AID 504660 | P21728 | HEK293 T-REx D1 cells, calcium flux, agonist mode; note: 0% is about no effect
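Tetracycline-induced HEK293 TREx D1 cells, force-coupled to calcium signalling, were dye-loaded with a no-wash calcium kit. Compound was pin-added after a 10 s baseline. Fluorescence was read kinetically at 1 cycle/s for 180 s, with calcium rises flagged as agonism.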
D1 PAM: enhances dopamine response at the human D1 receptor; HEK293 TREx D1 cells, calcium flux, dopamine EC20 potentiation; potentiation, % at 10 µM; 0.036% of 360,000 active; P21728; in the data active = potentiation above about 30%; note: 0% is about no effect
D2 antag: D2 dopamine receptor (human) antagonism; HEK293 TREx D2 cells, calcium flux, dopamine EC80; 2% of 340,000 active; P14416; inhibition, % at 10 µM; in the data active = inhibition above about 30%; note: 0% is about no effect
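Calcium flux kinetic readout in an inducible HEK293 TREx D2 line plated overnight at 30 C. After 180 s compound exposure, an EC80 dopamine challenge follows with another 180 s kinetic read to detect antagonism.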
TRHR PAM: TRH receptor (human) allosteric enhancement. AID 493056. TRHR cells, fluo-8 calcium fluorescence, EC20 TRH enhancement. enhancement, % at 2 µM. P34981. 0.66% of 360,000 active; in the data active = enhancement above about 30%; note: 0% is about no effect
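Enhancer read-out: after compound pinning and an initial kinetic agonist-mode read, an EC20 of TRH (10 nM final) was injected and fluo-8 calcium signal (Ex 480/Em 530) followed at 1 s/cycle for 100 cycles in TRHR-expressing cells.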
D2 ag: activates the human D2 dopamine receptor; P14416; HEK293 T-REx D2 cells, calcium flux agonist mode; activation, % at 2 µM; 0.53% of 340,000 active; AID 485358;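 active = activation over 3 SD above normal in the single-dose calcium agonist read, cut at about 30% in these data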; note: 0% is about no effect
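In this primary screen, compounds producing a positive calcium signal within 180 s of addition to tetracycline-induced, force-coupled HEK293 Trex D2 cells are flagged; cells are dye-loaded with a no-wash calcium kit beforehand.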
* marks the source's active call; other numbers are inactive results; · = no result given. Cut-off read from the data, not from the text of the source, unless noted: active = activation above about 30%; inactive = the rest. This is a random part of the collection, and some 7.3% of all compounds hit somewhere here.

SMILES | TRHR ag | D1 antag | RXFP1 antag | D2 potentiator | D1 agonist | D1 PAM | D2 antag | TRHR PAM | D2 ag
CCOc1ccc(C2C(C#N)=C(N)Oc3cc(C)oc(=O)c32)cc1 (stereo not drawn) | 0.0 | 4 | -33 | 5 | 1 | 2 | 6 | 1 | -0.6
COC(=O)[C@H](CCSC)NC(=O)Nc1ccc(C(C)C)cc1 | -0.2 | -6 | 7 | 2 | 1 | -4 | -1 | -1 | -0.1
O=C(C1CCN(CC2CC=CCC2)CC1)N(CCc1ccccc1)Cc1ccccc1 (stereo not drawn) | 0.6 | 4 | -11 | -18 | 3 | -3 | 26 | -6 | -0.9
COc1ccc(NC(=O)c2c(C)noc2C(C)C)cc1S(=O)(=O)N1CCCCC1 | 0.1 | 11 | -9 | -9 | 5 | · | · | 2 | ·
CCCCCCCCC(=O)Nc1cc(C)ccc1OC | -0.1 | -27 | -11 | · | -1 | -3 | · | 1 | ·
Cc1ccc(Cl)cc1-n1c(SCC(=O)NCCC2=CCCCC2)nc2n[nH]c(C)c2c1=N | -0.6 | 38 | 6 | -5 | 4 | -10 | -2 | 2 | -1.1
CCc1ccc(OCC(=O)Nc2cc(-c3nc4cc(C)ccc4o3)ccc2C)cc1 | -1.8 | -5 | · | 0 | -1 | -1 | · | 10 | 0.2
O=C(NCc1ccccc1)c1ccccc1Br | -0.6 | -15 | -1 | 21 | 2 | 3 | 11 | 0 | 0.9
CN(C1CCCCC1)S(=O)(=O)c1ccc2c(c1)c(=O)c(C(=O)N1CCN(c3ccccc3F)CC1)cn2C | -0.5 | -2 | -8 | 14 | -1 | 8 | · | 3 | 0.1
COc1cccc(-c2nc(C(N)=O)c3[nH]c(=O)n(-c4ccccc4)c3n2)c1OC | -0.8 | 3 | · | -6 | -1 | -6 | -2 | -14 | 0.1
C=CCN1C(=O)CN=C1Nc1cc(C)cc(C)c1 | -0.7 | -8 | 0 | -5 | 0 | 0 | 2 | -2 | -2.4
CC(=O)c1sc(NC(=O)C(C)(C)C)nc1C | 0.0 | -11 | 1 | 6 | -3 | 2 | 2 | -8 | 0.4
Cn1cnc(S(=O)(=O)NC2CCN(Cc3ccccc3)CC2)c1 | 0.1 | -7 | -12 | 8 | 4 | 1 | -8 | -6 | 1.3
O=C(NC1CCCCC1)c1cc(S(=O)(=O)N2CCOCC2)c(Cl)cc1Cl | 1.2 | 0 | -26 | 20 | -1 | 2 | -17 | -1 | 3.5
O=C(c1cc(F)ccc1F)N1CCC(N2CCC(C(=O)N3CCCC3)CC2)CC1 | 0.6 | 12 | -5 | 0 | 2 | 3 | -10 | -2 | 0.8
CCOC(=O)c1cc2c(=O)n3cc(C)ccc3nc2n(Cc2cccnc2)c1=N | -0.1 | -4 | · | -8 | 2 | 1 | -1 | 11 | -0.1
O=C(CN1C(=O)NC2NC(=O)NC21)N/N=C/c1ccccc1F (stereo not drawn) | 0.5 | -12 | · | 0 | 4 | -5 | · | 11 | ·
Cc1cc(S(=O)(=O)NCC(c2ccccc2)c2ccccc2)ccc1-n1cnnn1 | -0.8 | · | 1 | · | 5 | -3 | · | 14 | ·
c1ccc2c(-c3cn4ccccc4n3)c[nH]c2c1 | 0.5 | 10 | · | -6 | 1 | -9 | -4 | -3 | -0.2
COC(=O)c1ccc(NC(=O)CSc2nc3c(c(=O)n(C)c(=O)n3C)n2Cc2ccccc2)cc1 | -1.1 | 0 | -10 | 11 | -1 | 2 | · | 0 | 1.4

Rewritten with two lines to a compound: part of the list above
Second line of a record: TRHR ag, D1 antag, RXFP1 antag, D2 potentiator, D1 agonist, D1 PAM, D2 antag, TRHR PAM, D2 ag
- CCOC(=O)c1cc2c(=O)n3cc(C)ccc3nc2n(Cc2cccnc2)c1=N
  -0.1, -4, ·, -8, 2, 1, -1, 11, -0.1
- COc1cccc(-c2nc(C(N)=O)c3[nH]c(=O)n(-c4ccccc4)c3n2)c1OC
  -0.8, 3, ·, -6, -1, -6, -2, -14, 0.1
- O=C(NC1CCCCC1)c1cc(S(=O)(=O)N2CCOCC2)c(Cl)cc1Cl
  1.2, 0, -26, 20, -1, 2, -17, -1, 3.5
- COc1ccc(NC(=O)c2c(C)noc2C(C)C)cc1S(=O)(=O)N1CCCCC1
  0.1, 11, -9, -9, 5, ·, ·, 2, ·

The listing continues.
SMILES | TRHR ag | D1 antag | RXFP1 antag | D2 potentiator | D1 agonist | D1 PAM | D2 antag | TRHR PAM | D2 ag
O=C(c1ccc2c(c1)OCCO2)C1CCN(C(=O)Nc2ccccc2F)CC1 | -0.7 | -18 | -21 | -21 | 12 | -9 | 9 | -1 | -0.6
O=C(COc1ccccc1Br)c1ccc(O)cc1O | -0.3 | -10 | -16 | 16 | 2 | -10 | 7 | 14 | 0.6
O=c1cc(-c2cccnc2)oc2c1ccc1ccccc12 | 0.3 | 4 | -21 | 18 | 0 | 0 | -17 | -1 | -0.2
Cn1c(=O)c2c(c3ccccc31)OC(C)(C)CC2 | -0.3 | -6 | -12 | 9 | 2 | -3 | 2 | 8 | 1.3
Cc1nn(-c2ccccc2)c(OC(=O)C(C)C)c1Sc1ccc(Cl)cc1 | -0.1 | -7 | -5 | -2 | 1 | 1 | · | 1 | -0.8
O=C(NCc1ccccc1Cl)C1=Cc2cc(Br)ccc2OC1 | 0.0 | -7 | -2 | · | 14 | -3 | · | 2 | 0.0
O=C1c2cccc3cc([N+](=O)[O-])cc(c23)C(=O)N1/N=C/c1ccc(O)cc1O | 2.3 | -9 | -13 | 13 | 2 | -1 | 6 | -3 | -0.7
Cc1ccc(NC(=O)Cn2c(=O)n(CCC(=O)NCc3ccc4c(c3)OCO4)c(=O)c3sccc32)c(C)c1 | 0.1 | -34* | 12 | -1 | 2 | 0 | · | 2 | 0.6
COc1ccc(CNc2ncc(-c3ccccc3)n2C)c2ccccc12 | -0.5 | -5 | -8 | -11 | 10 | -8 | -28 | 1 | 0.6
COC(=O)C1=C(C)NC(=O)/C1=C\c1cc(C)n(-c2ccccc2F)c1C | 1.1 | -8 | 10 | -1 | 1 | 0 | 11 | -4 | -0.2
COc1ccc(CCn2nnnc2C(c2ccc(C)cc2)N2CCN(C)CC2)cc1OC (stereo not drawn) | 0.0 | 0 | -2 | -7 | -1 | -1 | -3 | -8 | -0.1
CCc1nc2ccccc2nc1N1CCN(S(=O)(=O)c2c(C)cc(Cl)cc2C)CC1 | 0.7 | 13 | 3 | -8 | 6 | 8 | 0 | -10 | 0.6
CC(=O)c1cccc(NC(=O)C2CCCN2S(=O)(=O)c2cccc3cccnc23)c1 (stereo not drawn) | -0.2 | -2 | · | -3 | 1 | -3 | -25 | -10 | -0.7
CCCNC(=S)N1CCN(C(c2ccccc2)c2ccccc2)CC1 | -0.4 | -33* | -10 | 5 | 1 | -7 | -6 | -7 | -1.1
COc1cc(NS(=O)(=O)c2ccc(NC(=O)CN3C(=O)c4ccccc4C3=O)cc2)nc(OC)n1 | -0.2 | 8 | 10 | 3 | -2 | 1 | 16 | 3 | 0.2
CCn1c(C)nnc1SCC(=O)NC1CCCC1 | -0.3 | -10 | -2 | · | 1 | -1 | -2 | 1 | -3.1
CCCCn1c(N)c(N(CCOC)C(=O)CCC2CCCCC2)c(=O)[nH]c1=O | -0.6 | -1 | 7 | -9 | 0 | -3 | 17 | -2 | 0.2
COCCNC(=O)C(=O)N/N=C/c1ccccc1C(F)(F)F | -0.5 | 15 | -7 | 0 | 0 | -1 | -4 | -1 | -0.4
COc1ccc(C2C(C(C)=O)=C(C)N=c3s/c(=C\c4cc(C)n(C)c4C)c(=O)n32)c(OC)c1 (stereo not drawn) | 53* | -13 | 2 | -2 | 121* | -7 | 8 | 10 | 21
O=C(COC(=O)c1ccc(Sc2ccccc2)c([N+](=O)[O-])c1)NC1CCS(=O)(=O)C1 (stereo not drawn) | 0.1 | -23 | -13 | 8 | 0 | 2 | 32* | 3 | 0.6

Complete entries as entered above. Order of values: TRHR ag	D1 antag	RXFP1 antag	D2 potentiator	D1 agonist	D1 PAM	D2 antag	TRHR PAM	D2 ag
Cn1c(=O)c2c(c3ccccc31)OC(C)(C)CC2 reads -0.3	-6	-12	9	2	-3	2	8	1.3
CCc1nc2ccccc2nc1N1CCN(S(=O)(=O)c2c(C)cc(Cl)cc2C)CC1 reads 0.7	13	3	-8	6	8	0	-10	0.6
O=c1cc(-c2cccnc2)oc2c1ccc1ccccc12 reads 0.3	4	-21	18	0	0	-17	-1	-0.2
COC(=O)C1=C(C)NC(=O)/C1=C\c1cc(C)n(-c2ccccc2F)c1C reads 1.1	-8	10	-1	1	0	11	-4	-0.2

More results:
SMILES | TRHR ag | D1 antag | RXFP1 antag | D2 potentiator | D1 agonist | D1 PAM | D2 antag | TRHR PAM | D2 ag
COc1ccc(C(=O)c2cc3c(cc2[N+](=O)[O-])OCCO3)cc1 | 0.2 | -32* | -32 | 5 | -1 | 1 | 1 | -2 | 0.5
COC(=O)c1c(NC(=O)CSc2nnnn2-c2ccccc2)sc2c1CCC(C)C2 (stereo not drawn) | 1.7 | 17 | 0 | -10 | 5 | -7 | 16 | 8 | 0.1
CCc1cccc(C)c1NC(=O)CSc1nc2c(c(=O)[nH]1)CCC2 | -0.9 | -8 | 0 | 8 | 2 | -2 | · | 4 | ·
CCOc1ccc(-c2cn3ccccc3n2)cc1[N+](=O)[O-] | -0.6 | -4 | -35 | 9 | -1 | 0 | -4 | -2 | -0.5
CCc1nnc(NC(=O)c2ccc(S(=O)(=O)N3CCCC(C)C3)cc2)s1 (stereo not drawn) | -0.3 | 2 | 0 | 35* | 2 | 3 | 0 | 6 | -0.8
CCOC(=O)C1CCN(C/C=C/c2ccccc2[N+](=O)[O-])CC1 | -0.1 | 19 | 4 | -12 | 3 | -2 | 48* | 4 | -0.7
COc1cc2c(cc1OC)C(c1ccccc1F)OC(=O)C2 (stereo not drawn) | -0.6 | 5 | -15 | 13 | 1 | 0 | -5 | -1 | 6.5
CC(C)Cn1nc(NC(=O)c2ccco2)c2cc3ccccc3nc21 | -0.4 | -5 | -11 | 1 | 2 | 4 | -3 | -2 | -1.0
COc1ccc(OC)c(NC(=O)c2ccc(NS(=O)(=O)c3c(C)noc3C)cc2)c1 | 0.0 | 1 | 1 | · | 0 | -1 | · | 1 | ·
O=C(COc1cccc2ccccc12)Nc1cc(S(=O)(=O)N2CCOCC2)ccc1N1CCOCC1 | 0.0 | -1 | · | -3 | 4 | 2 | 13 | -1 | 0.3
S=c1nc(COc2ccccc2)[nH]c2ccccc12 | -0.9 | -3 | 22 | -6 | 0 | -1 | 16 | 7 | 0.1
Cc1cccc(NC(=O)NCCN2CCN(c3ccccc3)CC2)c1C | -0.5 | -2 | -7 | -26 | 2 | -15 | 57* | 1 | 57*
CCN(CC)CCNC(=O)c1ccc(NC(=O)c2cc(S(=O)(=O)N3CCCCC3)ccc2C)cc1 | 0.3 | -37* | -5 | -12 | 0 | 0 | -3 | -7 | -0.7
CCOC(=O)/C(=N\Nc1ccc(Br)cc1)N1CCN(c2ccccc2OC)CC1 | -0.2 | 1 | -25 | -14 | 3 | -3 | 19 | 0 | -0.6
CSc1ccc(/C=C/C(=O)c2c(O)cc(C)oc2=O)cc1 | 3.7 | -22 | 2 | -2 | 9 | -10 | -9 | 11 | 1.5
